EBV gp42 inh – EBV gp42 inhibition. Q1HVG2. Fluorescence polarization binding assay, mP read-out. inhibition, % (tested at 21.74 µM). 0.42% of 220,000 active; in the data active = inhibition above about 50%
TRPML3 ag – human mucolipin-3 channel agonism; HEK293 TRPML3-YFP, Fluo-8 calcium fluorescence; 100% = the carbachol control signal; 0.29% of 220,000 active; Q8TDD5; activation, % at 3 µM;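 active = activation above its plate's cutoff, the mean activation of the plate's test wells plus 3 SD, cut at about 12% in these data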;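 note: 0% = DMSO only wells and 100% = carbachol wells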
Target sequence (Q8TDD5 whole entry, looked up): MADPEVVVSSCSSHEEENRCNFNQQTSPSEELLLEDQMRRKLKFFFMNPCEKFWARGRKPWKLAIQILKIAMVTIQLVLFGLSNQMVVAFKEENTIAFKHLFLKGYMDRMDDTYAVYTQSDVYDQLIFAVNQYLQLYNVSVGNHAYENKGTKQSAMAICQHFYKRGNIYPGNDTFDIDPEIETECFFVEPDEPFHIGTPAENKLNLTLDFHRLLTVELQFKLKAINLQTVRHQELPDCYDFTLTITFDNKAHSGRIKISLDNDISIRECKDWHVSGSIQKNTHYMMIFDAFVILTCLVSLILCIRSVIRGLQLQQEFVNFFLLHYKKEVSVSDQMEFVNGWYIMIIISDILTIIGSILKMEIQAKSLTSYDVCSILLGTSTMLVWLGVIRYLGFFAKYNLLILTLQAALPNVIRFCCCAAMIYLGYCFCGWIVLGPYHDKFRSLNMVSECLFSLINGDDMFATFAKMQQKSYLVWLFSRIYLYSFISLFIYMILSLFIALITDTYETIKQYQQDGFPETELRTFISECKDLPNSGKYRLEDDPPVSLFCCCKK
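system = HEK293 cells stably carrying human TRPML3-YFP | doses = one concentration, 3 µM nominal, 0.3% DMSO | timing = dye loading 1 h 37 °C then 30 min ambient, 125 s read | detection = Fluo-8 calcium dye fluorescence, ex 470-495, em 515-575 nm | benchmarks = high control carbachol 87 µM, low control DMSO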
TNF necrop inh – inhibitors of TNF-alpha induced necroptosis in Jurkat FADD-/- cells. Jurkat FADD-/- TNF necroptosis rescue, ATP luminescence, 24 h; 0 = TNF only, 100 = no-TNF cells. activation (protection from cell death), % at 10 µM. 0.068% of 220,000 active. AID 463075;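 active = activation, meaning protection from cell death, of at least 50% relative to plate controls; inactive = activation below 50%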;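 note: necroptosis triggered by 40 ng/mL TNF-alpha added together with compound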
NCF1 inh – p47phox (human) inhibition; AID 1274; inhibition, % at 24.7 µM; p47phox/p22phox peptide binding, fluorescence polarization, 2 h; 0.53% of 220,000 active;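 active = inhibition above about 30%, limit read from the data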;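 note: 0% = p47phox with labelled peptide and 100% = labelled peptide alone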
MDM2 E3 inh – blocks human Mdm2 ubiquitin ligase activity. signal enhancement, % at 5 µM. cell-based MDM2 ubiquitination luciferase reporter, 2 h; 0 = plate control, 100 = twice control, blank-subtracted. Q00987. 0.11% of 210,000 active;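 active = signal enhancement of 30% or more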;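 note: luminescence tracks abundance of the self-degrading MDM2-luciferase fusion protein; higher signal means inhibition of MDM2 E3 ligase activity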
Target sequence (Q00987 whole entry, looked up, the tested form may be a part): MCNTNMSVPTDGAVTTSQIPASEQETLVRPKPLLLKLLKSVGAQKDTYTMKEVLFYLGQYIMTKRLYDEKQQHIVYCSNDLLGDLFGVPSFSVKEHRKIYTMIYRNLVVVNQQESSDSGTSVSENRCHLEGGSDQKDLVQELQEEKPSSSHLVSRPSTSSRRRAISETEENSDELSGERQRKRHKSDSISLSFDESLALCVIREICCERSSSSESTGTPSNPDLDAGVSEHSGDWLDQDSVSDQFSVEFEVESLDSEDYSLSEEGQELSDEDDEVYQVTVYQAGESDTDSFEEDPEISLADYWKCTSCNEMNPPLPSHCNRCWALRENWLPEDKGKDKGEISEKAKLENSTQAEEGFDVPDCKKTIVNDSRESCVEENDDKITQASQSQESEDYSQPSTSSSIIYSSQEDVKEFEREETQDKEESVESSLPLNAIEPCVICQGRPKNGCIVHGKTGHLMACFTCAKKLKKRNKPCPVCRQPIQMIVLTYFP
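test system = mammalian cells stably expressing self-ubiquitinating, self-degrading MDM2 E3–luciferase fusion | quantity = 2000 cells/well | incubation = cell settling 4 h, compound treatment 2 h, both 37 °C | signal = luminescence with SteadyLite reagent, 15 min at room temperature | evaluation = % enhancement relative to plate controls after blank subtraction | benchmarks = plate controls and plate blanks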
CHOP inhibitor – CHOP inhibition in unfolded protein response; 3.8% of 220,000 active; CHO-K1 CHOP-promoter luciferase, tunicamycin-induced, 15-18 h; AID 2732; inhibition, % at 10 µM;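 active = compounds that reduced the stress-induced luciferase reporter signal by more than about 70% of percent inhibition, limit read from the data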;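 note: 0% = tunicamycin plus vehicle and 100% = wells without tunicamycin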
zfTRPN1 agonist – activates the zebrafish TRPN1 channel. activation, % at 3 µM. 0.18% of 220,000 active. AID 1424. HEK293 zebrafish TRPN1-YFP, Fluo-8 calcium fluorescence; 100% = response to 87 µM carbachol;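 active = activation above its plate's cutoff, the mean activation of test wells on that plate plus 3 SD, cut at about 19% in these data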;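 note: 0% = DMSO alone and 100% = 87 µM carbachol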
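System: zebrafish TRPN1-YFP in HEK293 cells / Dosing: 3 µM single point / Timing: dye loading 1 h at 37 °C, then 30 min room temperature / Signal: Fluo-8 calcium fluorescence, excitation 470-495 nm, emission 515-575 nm / Read-out basis: percent activation from peak over basal fluorescence ratio, control-normalized / Control set: high carbachol 87 µM, low DMSO alone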
Runt-SMMHC FRET – inhibitors of human RUNX1 Runt domain binding to CBFb-SMMHC; Cerulean-Runt/Venus-CBFb-SMMHC FRET ratio 530/480, 1 h; inhibition, % at 20 µM; 0.74% of 220,000 active;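 active = mean inhibition across duplicate retests at 20 µM reaching about 50%, limit read from the data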;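 note: 0% = DMSO wells and 100% = wells with excess untagged CBFb-SMMHC; inhibitors lower the FRET ratio by blocking Runt binding to CBFb-SMMHC; some results filed as inactive read as strong as hits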
PPC-1+TRAIL kill – compounds killing PPC-1 cancer cells with TRAIL present (potentiator screen, no TRAIL-free arm); PPC-1 cells + TRAIL, ATPLite viability luminescence; cell killing (% activity), % at 4 µM; 0.41% of 220,000 active; AID 1443;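 active = cell killing above 50% in the first pass at 4 µM, then a duplicate retest at 5 µM averaging 50% or more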;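 note: plate controls were cells with TRAIL plus DMSO for no effect and medium-only wells lacking cells for full effect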
An asterisk follows results filed as active; x = not tested or not shown.

SMILES | EBV gp42 inh | TRPML3 ag | TNF necrop inh | NCF1 inh | MDM2 E3 inh | CHOP inhibitor | zfTRPN1 agonist | Runt-SMMHC FRET | PPC-1+TRAIL kill
Cc1cc[n+](-c2[nH]c(=O)sc2/C=N/NC(=O)c2ccccc2[O-])cc1C | 17 | 0.1 | 0.3 | 0 | -10 | -18 | 1.9 | 9 | -1
O=C1c2ccccc2C(=O)N1CCc1nc(-c2ccc(Cl)cc2)no1 | 1 | 0.7 | 2.5 | -3 | -5 | 26 | 0.9 | 0 | 0
CCN(CC)S(=O)(=O)c1ccc(NC(=O)c2c(-c3ccccc3)noc2C)cc1 | 6 | 0.1 | 6.5 | 0 | -20 | 30 | -0.6 | 0 | 32
O=C1CC(C(=O)NCCc2ccccc2)SC(=Nc2ccccc2)N1 (centres undefined) | -15 | 0.5 | 1.7 | -12 | -6 | 21 | -0.9 | -1 | 13
CCO[C@H]1OC(C(=O)NCc2ccccc2)=C[C@@H](c2cn(C(C)=O)c3ccccc23)[C@@H]1CCCO | -2 | 4.9 | 3.7 | -4 | x | 36 | 17 | 3 | 6
O=[N+]([O-])c1nn(-c2ccccc2)n(O)c1=NCCc1ccccc1 | -15 | 1.2 | -0.5 | -8 | -8 | 21 | 1.3 | -5 | 6
C/C(=N\Nc1ccc2nncn2n1)c1ccco1 | -8 | 0.7 | 5.6 | -8 | -6 | 19 | -0.4 | -4 | 5
COC(=O)Cn1cccc1C(=O)c1ccccc1 | -34 | 0.3 | 0.3 | -19 | -13 | 26 | -0.2 | 0 | 5
COc1cc(Cl)cc2c1Sc1ccccc1/C2=C/CCN(C)C | -10 | 1.4 | -3.7 | -29 | x | 44 | -0.6 | 41 | 29
CN1CCN(c2nc3c(c(=O)[nH]c(=O)n3C)n2CCCSc2nnnn2-c2ccccc2)CC1 | -4 | 0.0 | 0.7 | -1 | 0 | 8 | -0.1 | 2 | 6
Nc1nc(SCC(=O)NC2CCCc3ccccc32)n[nH]1 (centres undefined) | -6 | 1.0 | -0.5 | 5 | -1 | 11 | 2.5 | 3 | -1
Cc1cc(Br)ccc1NCc1ccccn1 | -5 | -1.3 | -7.9 | -2 | -28 | 13 | 0.1 | 3 | 19
Cc1cc(C(=O)COC(=O)C2=NNC(=O)CC2)c(C)n1-c1cccc(C(F)(F)F)c1 | -1 | -0.1 | -4.6 | -9 | -22 | 28 | 0.4 | -2 | 6
Cc1cc2nc3c(nc2cc1C)C(O)=C3O | 10 | 0.8 | 0.8 | -16 | 0 | -18 | 0.4 | -7 | 22
COc1ccc2nc(/C=N/NC(=O)CCCCCNC(=O)OC(C)(C)C)ccc2c1 | -5 | 1.7 | -1.3 | -5 | x | 9 | 3.1 | -1 | 14
O=C(Nc1ccccc1Cl)C(Cl)C(=O)c1ccccc1 (centres undefined) | -8 | 0.3 | 1.8 | 3 | -2 | -35 | -0.2 | -2 | 15
CC(=O)N/N=C(\C)CCc1ccccc1 | -14 | 0.3 | 0.7 | -9 | -7 | 3 | 1.4 | 0 | 13
O=S(=O)(c1ccc(C2CCCCC2)cc1)N1CCOCC1 | 6 | 0.1 | 1.1 | -8 | 6 | 10 | -0.4 | 4 | 28
COc1cccc(C2CC(c3ccccc3Cl)n3nc(N)nc3N2)c1 (centres undefined) | 0 | 0.3 | 0.6 | -6 | -7 | 9 | 0.2 | 0 | 12
CCC(c1c(C)[nH]oc1=O)c1c(C)[nH]oc1=O | -2 | 1.0 | -0.3 | -12 | -17 | 17 | 0.8 | 2 | 18
COc1ccc2oc(=O)c(-c3nc4ccccc4o3)cc2c1 | -23 | 0.6 | 0.0 | -4 | -3 | -23 | 1.0 | 77 | 3
Cc1nc2sc3c(c2c(=O)o1)CCC3 | -9 | 0.4 | -2.1 | -11 | -7 | 6 | -0.2 | 13 | 37
O=C(Nc1cccn2ncnc12)C(F)(F)F | -3 | 0.7 | 0.6 | 1 | -14 | 3 | 0.4 | -3 | -4
CSc1nc2ccc(NS(=O)(=O)c3c(Cl)cccc3Cl)cc2s1 | -13 | -0.1 | -0.3 | -37 | -11 | 20 | -0.3 | -7 | -8
COc1ccc(C(CC(=O)O)NC(=O)Cc2ccccc2)cc1OC (centres undefined) | -10 | 1.1 | 0.6 | -1 | -5 | -6 | 1.9 | 1 | -15
CCCN1Cc2cccc(C(=O)NC3CCCC3)c2C1=O | -13 | -0.8 | -0.7 | -9 | -7 | 6 | 0.0 | 0 | 14
COC(=O)c1cc2ccsc2n1CC(=O)NCC1CCCO1 (centres undefined) | -18 | -0.5 | 0.6 | -6 | -19 | -24 | 0.1 | 2 | -2
COc1ccc(C(=O)NNC(=O)CN2CCC(n3nnc4cc(C)ccc43)CC2)cc1 | -8 | 0.8 | 1.1 | 2 | 1 | 48 | -0.6 | 0 | -1
CCCCCCCC1CC(CSc2ncn[nH]2)OC1=O (centres undefined) | -16 | 0.1 | -1.6 | -8 | 6 | -4 | 0.7 | 0 | 19
O=C(NCC1CCCO1)c1ccc2c(=O)n(Cc3ccc(Cl)cc3)c(=S)[nH]c2c1 (centres undefined) | -4 | 0.3 | 0.8 | -4 | -3 | 103* | -0.7 | -2 | 7
C=CCSc1nnc(NC(=O)c2ccc(Cl)nc2)s1 | -19 | 0.5 | -0.2 | -23 | -15 | -8 | -0.5 | 0 | 22
C/C(=N\N)c1c(-c2ccccc2)c2cc(C)ccc2[nH]c1=O | 5 | 0.3 | -0.5 | 2 | 2 | -1 | -1.0 | 0 | 2
CC(=O)Nc1ccc(/C=N/N2CCCCC2)cc1 | -8 | 0.7 | 1.6 | -9 | -9 | -37 | -0.1 | -4 | 25
O=C(N/N=C/c1ccco1)c1cc(-c2ccc3ccccc3c2)n[nH]1 | -5 | 1.1 | -8.9 | -34 | -14 | 110* | 1.0 | 2 | 32
CCOC(=O)C1CCCN(c2nnnn2-c2ccccc2)C1 (centres undefined) | -11 | 0.5 | 0.9 | -11 | 6 | 9 | 0.5 | -8 | 1
Cc1ccc(C(CC(=O)c2ccc(Cl)cc2)C(=O)O)cc1 (centres undefined) | -8 | -0.1 | 1.0 | 1 | 22 | 20 | -0.2 | -4 | 7
Cc1cccn2cc(CCNS(=O)(=O)c3ccc4c(c3)OCCO4)nc12 | -15 | 1.0 | 0.6 | -25 | -12 | 20 | 1.3 | -2 | 7
Cc1ccc(C2=CSC3=NS(=O)(=O)CCN23)cc1C | -8 | 0.8 | -0.6 | -10 | -18 | -27 | 1.5 | 2 | 15
O=c1cccccc1NN=C1CCCCC1 | -13 | 1.8 | 4.6 | -8 | 5 | 10 | 2.6 | -5 | 1
O=C(NC1CCCCC1)c1nc2c(nnn2Cc2ccccc2Cl)c(=O)[nH]1 | -3 | 0.4 | -1.3 | -1 | -6 | 16 | -0.3 | -6 | 22

Part of the list above with just CHOP inhibitor:
Structure | CHOP inhibitor
O=C1CC(C(=O)NCCc2ccccc2)SC(=Nc2ccccc2)N1 (centres undefined) | 21
CCO[C@H]1OC(C(=O)NCc2ccccc2)=C[C@@H](c2cn(C(C)=O)c3ccccc23)[C@@H]1CCCO | 36
O=[N+]([O-])c1nn(-c2ccccc2)n(O)c1=NCCc1ccccc1 | 21

Going on with the list.
SMILES | EBV gp42 inh | TRPML3 ag | TNF necrop inh | NCF1 inh | MDM2 E3 inh | CHOP inhibitor | zfTRPN1 agonist | Runt-SMMHC FRET | PPC-1+TRAIL kill
CCC1(C)COC(C)(CC(=O)NNC(=O)Nc2ccccc2)OC1 (centres undefined) | -22 | -0.5 | 0.5 | -5 | -8 | -6 | -1.0 | 3 | 1
COCCNC(=O)c1c(NC(=O)c2nc(SC)ncc2Cl)sc2c1CCCC2 | -56 | -0.5 | 0.7 | -30 | -13 | 65 | 1.1 | -22 | -10
C=CCNC(=S)Nc1cccc(NC(=S)NCC=C)c1 | 1 | 0.1 | 0.3 | -11 | x | 11 | -0.5 | 2 | 0
CC1(c2ccccc2)NC(=O)N(CCOc2ccccc2)C1=O (centres undefined) | -2 | -0.5 | 2.4 | 1 | -12 | -8 | 0.7 | 0 | 14
COc1ccc2sc(N(CCCN(C)C)C(=O)c3nc4ccccc4s3)nc2c1 | -22 | 1.3 | 0.3 | -1 | 8 | 34 | 0.0 | -6 | 10
CC(=O)c1c(C(C)=O)c(C)n(C2CCCCC2)c1C | -2 | 0.2 | -2.3 | -8 | -5 | 6 | 1.3 | -2 | 16
COc1cc(NC(=O)COC(=O)/C=C/c2ccc(OC)c(OC)c2)cc(OC)c1 | 6 | -0.4 | 2.0 | 1 | -4 | -2 | -0.9 | -2 | 16
CC1CCCC(NC(=O)CCCn2c(=S)[nH]c3ccccc3c2=O)C1C (centres undefined) | 1 | -0.1 | 2.1 | 0 | -6 | 10 | -1.0 | -1 | 9
COC(=O)c1ccc(CSc2nc3cc(Cl)ccc3o2)cc1 | -2 | -0.1 | 0.6 | -25 | -13 | 38 | -0.4 | 1 | 22
O=[N+]([O-])c1c(Nc2ccccc2O)cc(N2CCOCC2)c2nonc12 | -10 | 0.1 | 0.1 | -16 | x | -7 | 0.3 | -1 | 24
Cc1cccc(C(=O)N2CCN(c3ccc([N+](=O)[O-])c(NCc4ccco4)c3)CC2)c1 | -27 | -1.3 | -16 | -2 | 6 | 5 | -2.9 | -13 | 3
O=C(c1ccccc1)N1CCN(C(=O)N2CCOCC2)CC1 | -26 | 0.8 | -0.1 | -6 | -7 | -36 | -0.1 | 2 | -11

In the list so far, these have a furan ring, fused or not.
SMILES | EBV gp42 inh | TRPML3 ag | TNF necrop inh | NCF1 inh | MDM2 E3 inh | CHOP inhibitor | zfTRPN1 agonist | Runt-SMMHC FRET | PPC-1+TRAIL kill
C/C(=N\Nc1ccc2nncn2n1)c1ccco1 | -8 | 0.7 | 5.6 | -8 | -6 | 19 | -0.4 | -4 | 5
O=C(N/N=C/c1ccco1)c1cc(-c2ccc3ccccc3c2)n[nH]1 | -5 | 1.1 | -8.9 | -34 | -14 | 110* | 1.0 | 2 | 32
Cc1cccc(C(=O)N2CCN(c3ccc([N+](=O)[O-])c(NCc4ccco4)c3)CC2)c1 | -27 | -1.3 | -16 | -2 | 6 | 5 | -2.9 | -13 | 3

High-throughput results from PubChem.
